HEK293 NFkB inh = lowers PMA/ionomycin-induced NF-kB signal in HEK293 cells; HEK-293 NF-kB luciferase reporter, luminescence; inhibition, % at 3 µM; 0.21% of 62,000 active;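 active means inhibition above the mean of all tested compounds plus 3 SD, cut at about 40% in these data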;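 further: 0% = stimulated DMSO wells and 100% = 10 µM reference inhibitor 5653914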
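Signal: luciferase luminescence; Material: HEK-293 cells with stable firefly luciferase reporter driven by four HIV NF-kB elements; Probe or stimulus: PMA with ionomycin; Replication: tested once; Times: 1 h compound pretreatment, then 16 h stimulation at 37 °C, 5% CO2; Benchmarks: DMSO and 10 µM reference inhibitor; Evaluation: per-plate % inhibition versus controls.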
tolC growth inh = growth inhibitors of E. coli BW25113 tolC mutant | 2.2% of 65,000 active | growth inhibition, % at 10 µM (by protocol) | OD615 | AID 573;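 active means growth inhibition at or above a cutoff equal to the mean over every tested compound plus 3 SD, cut at about 60% in these data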;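 further: growth measured after 20 h incubation at 37 °C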
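Signal: optical density read at 615 nm; Assay system: E. coli ΔtolC::kan strain BW25113; Times: 20 h incubation with compound, 37 °C; Dosing: 10 µM final, single dose.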
NADH coupling = blocks coupling enzymes of NAD/NADH assays | AID 774 | IC50, µM (series often up to 10 µM), for inactives: at the highest dose inhibition | 0.02% of 65,000 active | coupled PK/LDH NADH assays, four targets;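 active means single-dose screening hits from any of four coupled enzyme assays that gave an IC50 when retested across doses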;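 further: the DPM-DC format reads NADH fluorescence rather than 340 nm absorbance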
JNK3 blocker = JNK3 (human) kinase inhibition. 0.61% of 60,000 active. purified JNK3 kinase activity, HTS. P53779. inhibition, % at 8 µM; in the data active means inhibition above about 17%;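 further: 0% = DMSO and 100% = reference inhibitor; many of its hits are not listed in these tables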
PKA kinase inh = inhibitors of human protein kinase A | P17612 | PKA Kemptide phosphorylation, Kinase-Glo ATP luminescence | inhibition, % at 6 µM | 0.1% of 65,000 active | AID 524;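 active means inhibition above the screen-wide mean inhibition plus 3 SD, cut at about 21% in these data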; further: many of its hits are not listed in these tables
MMP13 inh = MMP13 (human) collagenase inhibition. P45452. MMP-13 fTHP FRET cleavage, Mca fluorescence. inhibition, % at 4 µM. 0.07% of 65,000 active;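 active means inhibition above the mean of compound-free control plate wells plus 3 SD, cut at about 14% in these data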;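 further: 0% = DMSO wells and 100% = wells with reference MMP-13 inhibitor after basal subtraction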
Fluor 339 460 = intrinsic fluorescence of library compounds, ex339/em460 – biochemical, MLSMR library, data from DPM-DC assay, artefact control, profiling panel; 5.5% of 65,000 active; fluorescence fold increase at 10 µM; compound autofluorescence, ex339/em460 nm, NADH buffer; active compounds read high; 1 = no-compound wells, NADH background;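 active means at 10 µM, mean starting fluorescence two-fold or more over control wells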;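 further: signal is the first read of a kinetic run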
Abs 340nm = compounds absorbing at 340 nm; compound absorbance at 340 nm, fold over control; fold change at 10 µM; 65,000 tested, under 10 active;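 active means at 10 µM dose, initial 340 nm absorbance at least 2 fold that of control wells; inactive means change under 2 fold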;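 further: initial absorbance extrapolated from kinetic A340 decline of NADH oxidation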
ROCK2 inh = ROCK2 (human) kinase inhibition; O75116; purified ROCK2, Kinase-Glo ATP depletion luminescence; inhibition, % at 6 µM; 0.35% of 60,000 active; AID 604;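 active means inhibition above the screen-wide mean inhibition plus 3 SD, cut at about 18% in these data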;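 further: plate controls were DMSO wells for no effect and Y-27632 control wells after no-enzyme background subtraction for full effect; many of its hits are not listed in these tables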
Starred values were filed as active, the others as inactive; [ ] = remark or other dose. This is a subset. The share of hits here may be higher or lower than overall.

How did COC(=O)c1c(NC(=O)c2ccc(C)o2)sc2c1CCCCC2 do in these assays?
HEK293 NFkB inh: -20; tolC growth inh: 63*; NADH coupling: 9%[fluoresces]; JNK3 blocker: 5; PKA kinase inh: 13; MMP13 inh: -23; Fluor 339 460: 3.7*; Abs 340nm: 1.1; ROCK2 inh: 4

Results for COc1ccc(C2=Nn3c(nnc3-c3ccccn3)SC2)cc1OC ?
tolC growth inh: 16; NADH coupling: 1%; JNK3 blocker: -11; PKA kinase inh: -5; MMP13 inh: 7; Fluor 339 460: 1.1; Abs 340nm: 1.1; ROCK2 inh: -1

What do the screens show for `CCc1ccc(CNC(=O)CN2C(=O)COc3ccccc32)cc1`?
HEK293 NFkB inh: 12; tolC growth inh: 6; NADH coupling: 1%; JNK3 blocker: -2; PKA kinase inh: 8; MMP13 inh: 4; Fluor 339 460: 1.1; Abs 340nm: 1; ROCK2 inh: 2

How did CCN1CCN(C(=O)c2oc(=O)c3ccccc3c2-c2ccc(C)cc2)CC1 do in these assays?
HEK293 NFkB inh: 8; tolC growth inh: -4; NADH coupling: 2%; JNK3 blocker: -5; PKA kinase inh: -5; MMP13 inh: 3; Fluor 339 460: 1; Abs 340nm: 1; ROCK2 inh: 2

What do the screens show for `Clc1ccccc1-c1nnc2sc(CCc3ccccc3)nn12`?
HEK293 NFkB inh: 10; tolC growth inh: 29; NADH coupling: 6%; JNK3 blocker: -1; PKA kinase inh: 3; MMP13 inh: 2; Fluor 339 460: 1.1; Abs 340nm: 0.99; ROCK2 inh: 2

How did COc1ccc(Cn2nnnc2CN(Cc2cc3ccc(C)cc3[nH]c2=O)C2CCCC2)cc1 do in these assays?
HEK293 NFkB inh: 4; tolC growth inh: 6; NADH coupling: 4%; JNK3 blocker: -1; PKA kinase inh: 6; MMP13 inh: -6; Fluor 339 460: 1.1; Abs 340nm: 1; ROCK2 inh: 1

Results for CCCCN(CC)C(=O)Cc1c(C(=O)O)[nH]c2ccc(Cl)cc12 ?
HEK293 NFkB inh: -6; tolC growth inh: 40; NADH coupling: 8%; JNK3 blocker: -4; PKA kinase inh: 9; MMP13 inh: 0; Fluor 339 460: 0.88; Abs 340nm: 1; ROCK2 inh: 9

What do the screens show for `CC1(C)Cc2c(c(N3CCOCC3)nc3sc(C#N)c(N)c23)CS1`?
tolC growth inh: 17; NADH coupling: 2%[fluoresces]; JNK3 blocker: 5; PKA kinase inh: 3; MMP13 inh: -86[fluorescence artefact?]; Fluor 339 460: 2.5*; Abs 340nm: 1.1; ROCK2 inh: 5

Results for CCOC(=O)C(C)Oc1cccc2c(=O)n(CC(=O)Nc3ccc4c(c3)OCCO4)ccc12 (stereo unspecified) ?
HEK293 NFkB inh: 1; tolC growth inh: -4; NADH coupling: 4%; JNK3 blocker: 3; PKA kinase inh: 4; MMP13 inh: 4; Fluor 339 460: 1.2; Abs 340nm: 1.1; ROCK2 inh: 1

What do the screens show for `Cc1ccnc(SCCn2c(N(C)Cc3ccccc3)nc3c2c(=O)n(C)c(=O)n3C)n1`?
HEK293 NFkB inh: 12; tolC growth inh: 8; NADH coupling: 2%; JNK3 blocker: -2; PKA kinase inh: 6; MMP13 inh: 0; Fluor 339 460: 1.1; Abs 340nm: 1; ROCK2 inh: 1

What do the screens show for `Cc1ccc(N(CC(O)COCc2ccco2)S(=O)(=O)c2ccc(C)cc2)cc1` (stereo unspecified)?
HEK293 NFkB inh: 14; tolC growth inh: 15; NADH coupling: 4%; JNK3 blocker: 6; PKA kinase inh: -3; MMP13 inh: -1; Fluor 339 460: 1.1; Abs 340nm: 1; ROCK2 inh: -2

How did COC(=O)c1ccccc1S(=O)(=O)Nc1ccc(OC)nc1 do in these assays?
HEK293 NFkB inh: 17; tolC growth inh: -15; NADH coupling: 5%; JNK3 blocker: 8; PKA kinase inh: 2; MMP13 inh: 0; Fluor 339 460: 1.1; Abs 340nm: 0.97; ROCK2 inh: 1

How did CS(=O)(=O)N1CCCC(C(=O)N2CCOCC2)C1 (stereo unspecified) do in these assays?
HEK293 NFkB inh: 3; tolC growth inh: -10; NADH coupling: 4%; JNK3 blocker: 7; PKA kinase inh: 8; MMP13 inh: 0; Fluor 339 460: 0.99; Abs 340nm: 1; ROCK2 inh: 10

How did COc1ccccc1S(=O)Cc1ccc(C(=O)NCCc2ccc(Cl)cc2)o1 (stereo unspecified) do in these assays?
HEK293 NFkB inh: 19; tolC growth inh: 33; NADH coupling: 3%; JNK3 blocker: 3; PKA kinase inh: -6; MMP13 inh: 2; Fluor 339 460: 1; Abs 340nm: 1; ROCK2 inh: 1

Results for Cn1c(SCC(=O)NCc2ccc(F)cc2)nc2ccccc21 ?
HEK293 NFkB inh: 21; tolC growth inh: 12; NADH coupling: 5%; JNK3 blocker: -5; PKA kinase inh: -8; MMP13 inh: -1; Fluor 339 460: 1.1; Abs 340nm: 1; ROCK2 inh: -5

What do the screens show for `Cc1ncsc1C(=O)Nc1nc2c(s1)CC(C)CC2` (stereo unspecified)?
HEK293 NFkB inh: -27; tolC growth inh: -6; NADH coupling: 6%; JNK3 blocker: 5; PKA kinase inh: 2; MMP13 inh: -2; Fluor 339 460: 1.1; Abs 340nm: 1.1; ROCK2 inh: -2

How did Cc1c(C(=O)NCC2COc3ccccc3O2)oc2ccc(S(=O)(=O)N3CCOCC3)cc12 (stereo unspecified) do in these assays?
HEK293 NFkB inh: 29; tolC growth inh: 33; NADH coupling: 4%; PKA kinase inh: 3; MMP13 inh: 1; Fluor 339 460: 1.2; Abs 340nm: 1.1

Results for COC(=O)CCC/C=C1/SCC(NC(=O)c2ccccc2)C1O (stereo unspecified) ?
HEK293 NFkB inh: 12; tolC growth inh: -7; NADH coupling: 3%; JNK3 blocker: 1; PKA kinase inh: -9; MMP13 inh: 1; Fluor 339 460: 1.1; Abs 340nm: 0.98; ROCK2 inh: -2

What do the screens show for `CCOC(=O)N1CCN(C(=O)CN(C)S(=O)(=O)c2ccc(OC)c(OC)c2)CC1`?
HEK293 NFkB inh: 25; tolC growth inh: -16; NADH coupling: 2%; JNK3 blocker: 8; PKA kinase inh: -2; MMP13 inh: -6; Fluor 339 460: 0.99; Abs 340nm: 0.99; ROCK2 inh: 2

What do the screens show for `NC(=O)C1CCCN(S(=O)(=O)c2ccc(Br)cc2)C1` (stereo unspecified)?
HEK293 NFkB inh: 0; tolC growth inh: -6; NADH coupling: 2%; JNK3 blocker: -10; PKA kinase inh: -2; MMP13 inh: -13; Fluor 339 460: 1.1; Abs 340nm: 1; ROCK2 inh: 0

How did CCC1(c2ccc(F)cc2)NC(=O)N(CC(=O)c2ccc[nH]2)C1=O (stereo unspecified) do in these assays?
HEK293 NFkB inh: 13; tolC growth inh: -5; NADH coupling: 1%; JNK3 blocker: 0; PKA kinase inh: 12; MMP13 inh: 4; Fluor 339 460: 1.1; Abs 340nm: 0.98; ROCK2 inh: 6

How did CCn1ncc(Br)c1C(=O)N(C)C12CC3CC(CC(C3)C1)C2 do in these assays?
HEK293 NFkB inh: 15; tolC growth inh: 34; NADH coupling: 5%; JNK3 blocker: -4; PKA kinase inh: 4; MMP13 inh: 4; Fluor 339 460: 1.1; Abs 340nm: 0.98; ROCK2 inh: 2

What do the screens show for `COC(=O)C(C)Sc1nc2c(c(=O)[nH]c(=O)n2C)n1CCCc1ccccc1` (stereo unspecified)?
HEK293 NFkB inh: 4; tolC growth inh: 0; NADH coupling: 8%; JNK3 blocker: 5; PKA kinase inh: -9; MMP13 inh: 0; Fluor 339 460: 1.1; Abs 340nm: 0.98; ROCK2 inh: -2

What do the screens show for `O=C(COC(=O)c1ccc[nH]c1=O)NC1CCCC1`?
HEK293 NFkB inh: 14; tolC growth inh: -14; NADH coupling: 0%; JNK3 blocker: 4; PKA kinase inh: -3; MMP13 inh: 2; Fluor 339 460: 1.1; Abs 340nm: 1.1; ROCK2 inh: -1

Results for COc1ccc2c(Cl)c(C(=O)NC3CCS(=O)(=O)C3)sc2c1 (stereo unspecified) ?
HEK293 NFkB inh: 10; tolC growth inh: -4; NADH coupling: 9%; PKA kinase inh: 5; MMP13 inh: 4; Fluor 339 460: 1.1; Abs 340nm: 1

How did COc1ccc(CCN2CC34C=CC(O3)C(C(=O)NCc3ccccc3)C4C2=O)cc1OC (stereo unspecified) do in these assays?
HEK293 NFkB inh: 8; tolC growth inh: -9; NADH coupling: 4%; PKA kinase inh: 8; MMP13 inh: 8; Fluor 339 460: 0.92; Abs 340nm: 1

How did Nc1c(C(=O)CCC(=O)O)oc2ccc(Cl)cc12 do in these assays?
HEK293 NFkB inh: 8; tolC growth inh: 6; NADH coupling: 8%; JNK3 blocker: -3; PKA kinase inh: 4; MMP13 inh: -3; Fluor 339 460: 1.6; Abs 340nm: 1.1; ROCK2 inh: 5

What do the screens show for `CCCc1nnc(NC(=O)c2c(O)c3c([nH]c2=O)CCCC3)s1`?
tolC growth inh: 5; NADH coupling: 0%; JNK3 blocker: 3; PKA kinase inh: 0; MMP13 inh: 1; Fluor 339 460: 1.1; Abs 340nm: 1; ROCK2 inh: 4

How did CCOC(=O)C1CCN(S(=O)(=O)c2ccc(OCC)cc2)CC1 do in these assays?
HEK293 NFkB inh: 20; tolC growth inh: 12; NADH coupling: 13%; PKA kinase inh: 12; MMP13 inh: 3; Fluor 339 460: 0.64; Abs 340nm: 1

How did COC(=O)c1cn(NC(=O)c2cccnc2)c(=O)c2ccccc12 do in these assays?
HEK293 NFkB inh: 11; tolC growth inh: 13; NADH coupling: 3%; PKA kinase inh: 3; MMP13 inh: 2; Fluor 339 460: 1.1; Abs 340nm: 1

What do the screens show for `Cn1cccc1Cc1nnc(SCC(=O)Nc2ccc(Cl)cc2)n1-c1ccc(F)cc1`?
HEK293 NFkB inh: 1; tolC growth inh: 71*; NADH coupling: 5%; JNK3 blocker: 5; PKA kinase inh: 1; MMP13 inh: -1; Fluor 339 460: 1.5; Abs 340nm: 1; ROCK2 inh: 2

What do the screens show for `Cc1cnc(C(=O)Nc2ccc3c(c2)CCC3)cn1`?
HEK293 NFkB inh: -28; tolC growth inh: -16; NADH coupling: 4%; JNK3 blocker: -1; PKA kinase inh: 4; MMP13 inh: -9; Fluor 339 460: 1; Abs 340nm: 1; ROCK2 inh: 2

How did CC(=O)N1CCN(CCN(CC2C(C)C=C(C)CC2C)C(C)=O)CC1 (stereo unspecified) do in these assays?
HEK293 NFkB inh: 7; tolC growth inh: -11; NADH coupling: 7%; JNK3 blocker: 1; PKA kinase inh: 0; MMP13 inh: 1; Fluor 339 460: 1.1; Abs 340nm: 1; ROCK2 inh: 3

Two compounds picked at random from the list so far, as already listed:
How did COc1ccc(CCN2CC34C=CC(O3)C(C(=O)NCc3ccccc3)C4C2=O)cc1OC (stereo unspecified) do in these assays?
HEK293 NFkB inh: 8; tolC growth inh: -9; NADH coupling: 4%; PKA kinase inh: 8; MMP13 inh: 8; Fluor 339 460: 0.92; Abs 340nm: 1

What do the screens show for `Cn1cccc1Cc1nnc(SCC(=O)Nc2ccc(Cl)cc2)n1-c1ccc(F)cc1`?
HEK293 NFkB inh: 1; tolC growth inh: 71*; NADH coupling: 5%; JNK3 blocker: 5; PKA kinase inh: 1; MMP13 inh: -1; Fluor 339 460: 1.5; Abs 340nm: 1; ROCK2 inh: 2

Source: PubChem BioAssay
